# KOR beta-arrestin-1 – KOR antagonists, beta-arrestin recruitment, cell-based, luminescence, uHTS (AID 1778). one-dose inhibition, % at 10 µM; IC50 in µM for titrated hits. 0.091% of 290,000 active. Kappa-type opioid receptor (Homo sapiens). KOR beta-arrestin recruitment, luminescence, antagonist mode; higher % means a stronger effect; further: strong numbers were not always called active
# PMI inhibitors – inhibitors of human PMI, primary screen, biochemical, fluorescence intensity, coupled assay (AID 1209); inhibition, % at 20 µM; hits with a dose series show IC50 in µM; purified PMI enzyme, coupled fluorescence intensity; higher % means a stronger effect; 0.42% of 190,000 active;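 further: plate controls were DMSO vehicle for no effect and wells lacking substrate for full effect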
# PMI inhibition – human PMI inhibitors, high substrate, primary screen, biochemical, fluorescence intensity, high mannose 6-phosphate (AID 1220); Mannose-6-phosphate isomerase (Homo sapiens); recombinant PMI enzyme, coupled fluorescence intensity; higher % means a stronger effect; one-dose inhibition, % at 20 µM; IC50 in µM for titrated hits; 0.66% of 190,000 active
# LYP inhibition – inhibitors of LYP phosphatase, biochemical, fluorescence intensity, uHTS (AID 1779) | recombinant LYP phosphatase, fluorescence intensity; higher % means a stronger effect | 0.054% of 290,000 active | one-dose inhibition, % at 11.5 µM; IC50 in µM for titrated hits | Tyrosine-protein phosphatase non-receptor type 22 (Homo sapiens);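 further: plate controls were vehicle with enzyme for no effect and no enzyme for full effect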
# XIAP displacement – XIAP antagonists, biochemical, IAP family, fluorescence polarization (AID 1018); E3 ubiquitin-protein ligase XIAP (Homo sapiens); XIAP BIR domain, fluorescence polarization peptide displacement; higher % means a stronger effect; displacement, % at 20 µM, or IC50 in µM where a hit was titrated; 0.007% of 200,000 active; in the data active means displacement above about 50%; further: a part of the inactive calls stands beside numbers as strong as those of hits
# NOD1 inhibition – NOD1 signaling inhibitors, primary screen, cell-based, luminescence, uHTS (AID 1578) | NOD1-driven NF-kB luciferase reporter cells, luminescence; higher % means a stronger effect | inhibition, % at 4 µM; hits with a dose series show EC50 in µM | 1% of 290,000 active; in the data active means inhibition mostly above about 36%, no sharp cut-off; inactive means mostly below about 34%;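 further: HEK-293T reporter cells stimulated with the NOD1 agonist gamma-tri-DAP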
# HEK293 NOD2/NF-kB – NOD2 signaling inhibitors, cell-based, luminescence, uHTS, HEK293 (AID 1566). HEK293 NOD2/NF-kB luciferase reporter, luminescence; higher % means a stronger effect. inhibition, % at 4 µM, or EC50 in µM where a hit was titrated. 0.63% of 290,000 active; further: many of its hits are not listed in these tables
# KOR beta-arrestin-2 – KOR agonists, beta-arrestin recruitment, primary screen, cell-based, luminescence, uHTS (AID 1777); Kappa-type opioid receptor (Homo sapiens); 0.02% of 280,000 active; activation, % at 10 µM, or EC50 in µM where a hit was titrated; KOR beta-arrestin recruitment, luminescence; higher % means a stronger effect; in the data active means activation above about 50%, passing the limit was not always enough; further: a part of the inactive calls stands beside numbers as strong as those of hits
# TNAP activation fold – human TNAP enzyme activators, primary screen, biochemical, luminescent, no phosphate acceptor, uHTS (AID 1001). 0.03% of 200,000 active. Alkaline phosphatase, tissue-nonspecific isozyme (Homo sapiens). one-dose activation fold at 20 µM; EC50 in µM for titrated hits. purified TNAP, luminescent activation assay, no phosphate acceptor; higher activation fold means a stronger effect; in the data active means activation fold from about 3, or a potency from the dose series; inactive means the rest, 99 in 100 with activation fold below about 1.6; further: many of its hits are not listed in these tables
# Numbers without * were called inactive; / = not tested or not shown; [ ] = dose if it differs, or a comment. Unless noted, no stated cut-off is given here; in the data, active means inhibition above about 50%; inactive means the rest. A portion of the library (hit frequency here may not be typical).
SMILES,KOR beta-arrestin-1,PMI inhibitors,PMI inhibition,LYP inhibition,XIAP displacement,NOD1 inhibition,HEK293 NOD2/NF-kB,KOR beta-arrestin-2,TNAP activation fold
Cc1ccc(F)cc1CNC(=O)C1CCC(=O)N(CCCN2CCCC2=O)C1 (configuration not stated),1%,/,/,0%,/,-30%,-6%,-2.5%,/
CC1=C(C(=O)OCC2CCCO2)C(c2ccc(Cl)c(Cl)c2)NC(=O)N1 (configuration not stated),0%,0%,-7%,-2%,-8.5%,-14%,2%,0.9%,1
COC(=O)c1ccccc1NC(=O)Cn1nnc(-c2ccc(OC)cc2)n1,-6%,-1%,-2%,-1%,-8.4%,-2%,6%,-4.8%,1.1
N#Cc1nc(-c2ccc(F)cc2)oc1N1CCCC1,-2%,4%,0%,-10%,-1.3%,-23%,0%,-3.2%,1.1
O=C(NCC1CCCO1)C12CN(Cc3ccccc3)CC1C(c1cccc([N+](=O)[O-])c1)=NO2 (configuration not stated),-6%,0%,-11%,4%,-11%,30%,3%,-3.0%,0.9
NC1=NC(=Nc2ccc(Cl)cc2)c2ccccc21,16%,-4%,-3%,-3%,-4.7%,-26%,-35%,4.5%,1.2
CC(C)c1ccc(Nc2nc(CC(=O)O)cs2)cc1,12%,22%,22%,0%,-6.2%,-42%,-106%,-3.0%,1.1
CN1/C(=C\C(=O)COC(=O)Cn2nnc(-c3ccccc3)n2)C(C)(C)c2ccccc21,-32%,13%,9%,1%,-37%,1%,-2%,2.8%,1.1
CCCC1=Nc2cc(C(=O)N3CCN(c4ccccn4)CC3)ccc2Sc2ccc(C)cc21,-32%,/,/,-3%,/,-1%,49%,0.7%,/
O=C(Nc1ccc(Cl)cc1)C1CCCC1,-7%[20 µM],/,/,-8%,/,13%,-4%,-5.3%,/
COc1ccccc1C(=O)N1CCC(C(=O)c2ccc(F)cc2)CC1,9%,-1%,-6%,-3%,-4.3%,-17%,-8%,3.2%,1.2
CCn1c(/C=C2/C(=O)N(C)c3ccccc32)nc2ccccc2c1=O,7%,-4%,-11%,-8%,-0.6%,1%,-2%,-1.4%,1
O=C(NN1C(=O)/C(=C/c2cccc(O)c2)SC1=S)c1ccccc1O,-3%,/,/,-6%,/,-13%,8%,1.6%,/
CS(=O)(=O)N(CC(=O)O)c1cc(Cl)cc(Cl)c1,-5%,12%,-1%,-3%,-3.2%,-29%,-6%,1.7%,1.1
CCCCOC(=O)c1cccc(NC(=O)CCC(=O)O)c1,5%,-9%,-7%,-8%,-3.8%,-7%,-8%,-5.1%,1
c1ccc(CCc2nn3c(Cn4nnc5ccccc54)nnc3s2)cc1,-49%,27%,0%,2%,-8.8%,14%,12%,4.3%,1.1
COC(=O)n1c(=O)oc2ccccc21,-16%,4%,8%,-12%,-3.4%,-2%,-4%,2.5%,1.1
O=S(=O)(c1cccc(C(F)(F)F)c1)N1CCN(C(=S)NCc2ccco2)CC1,-7%,17%,8%,8%,-2.9%,-8%,7%,8.1%,1.1
Cc1cc(C)c2c(n1)sc1c(N3CCCCC3)ncnc12,-7%,/,/,-4%,/,-6%,-8%,-1.0%,/
CCOC(=O)c1oc2ccccc2c1CN1CCN(c2ccccc2)CC1,-2%,6%,-13%,-2%,-6.2%,12%,11%,/,1
CCOc1ccc(NC(=S)NC23CN4CN(CN(C4)C2)C3)cc1,26%,4%,14%,-14%,-0.6%,-11%,19%,-4.7%,1.1
Cc1cc(C)cc(N2C(=O)CC(n3nc(C)cc3C)C2=O)c1 (configuration not stated),-14%,-2%,0%,-11%,-5.5%,-11%,2%,-2.5%,1.1
COc1ccc(CCNC(=O)C(=O)NCC2OCCN2S(=O)(=O)c2cccs2)cc1OC (configuration not stated),22%,/,/,-2%,/,-33%,-10%,2.7%,/
COc1ccc(NS(=O)(=O)c2ccc(NC(=O)c3ccc(N(C)S(C)(=O)=O)cc3)cc2)c(OC)c1,9%,-5%,-9%,-8%,-0.1%,32%,49%,-2.0%,1.1
FC(F)(F)c1ccc(N2CCN(c3cc(-c4ccccc4)nc4ncnn34)CC2)nc1,33%,2%,1%,2%,-5.3%,58%,52%*,-0.5%,0.9

# Reformatted bar-delimited: entries from further up
Molecule | KOR beta-arrestin-1 | PMI inhibitors | PMI inhibition | LYP inhibition | XIAP displacement | NOD1 inhibition | HEK293 NOD2/NF-kB | KOR beta-arrestin-2 | TNAP activation fold
CS(=O)(=O)N(CC(=O)O)c1cc(Cl)cc(Cl)c1 | -5% | 12% | -1% | -3% | -3.2% | -29% | -6% | 1.7% | 1.1
CCCCOC(=O)c1cccc(NC(=O)CCC(=O)O)c1 | 5% | -9% | -7% | -8% | -3.8% | -7% | -8% | -5.1% | 1
c1ccc(CCc2nn3c(Cn4nnc5ccccc54)nnc3s2)cc1 | -49% | 27% | 0% | 2% | -8.8% | 14% | 12% | 4.3% | 1.1
COC(=O)n1c(=O)oc2ccccc21 | -16% | 4% | 8% | -12% | -3.4% | -2% | -4% | 2.5% | 1.1
O=S(=O)(c1cccc(C(F)(F)F)c1)N1CCN(C(=S)NCc2ccco2)CC1 | -7% | 17% | 8% | 8% | -2.9% | -8% | 7% | 8.1% | 1.1

# (list continues)
SMILES,KOR beta-arrestin-1,PMI inhibitors,PMI inhibition,LYP inhibition,XIAP displacement,NOD1 inhibition,HEK293 NOD2/NF-kB,KOR beta-arrestin-2,TNAP activation fold
Cc1cccc(Oc2nc(-c3ccncc3)nc3ccccc23)c1,-5%,/,/,3%,/,-15%,7%,8.8%,/
CC1(C(=O)Nc2cccc(C(F)(F)F)c2)CO1 (configuration not stated),0%,0%,0%,-5%,-2.2%,14%,-14%,-5.1%,1.2
CCOC(=O)Nc1ccc2c(c1)N(C(=O)CCN1CCN(C)CC1)c1ccccc1S2,12%,-1%,-4%,-3%,-7.4%,6%,-16%,-2.1%,1
CCOCCCNS(=O)(=O)c1ccccc1,33%,-5%,-2%,-8%,-5.4%,-4%,9%,-8.6%,1.1
S=c1[nH]nc(-c2ccc(Cl)cc2Cl)n1-c1ccccc1,-9%[20 µM],/,/,-11%,/,-37%,-39%,-4.4%,/
CC(/C=N/NC(=O)c1cc(C2CC2)[nH]n1)=C\c1ccccc1,10%,/,/,-3%,/,1%,-1%,/,/
CCOC(=O)c1cnc(SCc2ccccc2)nc1N,16%,10%,15%,-1%,-3.1%,-41%,-142%,-0.2%,1.1
O=C(OCC(=O)C12CC3CC(CC(C3)C1)C2)c1ccccn1,5%,/,/,-4%,/,-36%,-16%,0.9%,/
O=S(=O)(c1ccccc1F)N1CCN(CC(O)c2ccccc2)CC1 (configuration not stated),26%,-2%,-2%,-4%,-7.2%,-24%,13%,0.7%,1.1
Cc1cccc(NC(=S)NCC(c2cccnc2)N(C)C)c1 (configuration not stated),16%,20%,14%,-6%,-15%,-22%,10%,7.3%,1
O=C(N/N=C/c1ccncc1)C1CC1(c1ccccc1)c1ccccc1 (configuration not stated),8%,/,/,-1%,/,-10%,-9%,2.4%,/
C/C(=N\Nc1nc2ccccc2s1)c1ccc(Br)s1,-47%,18%,12%,6%,-3.6%,-17%,-31%,0.4%,1.1
N/C(=N\OS(=O)(=O)c1ccc(Br)cc1)c1ccncc1,11%,4%,5%,-1%,-2.3%,1%,20%,0.2%,1.1
CCCC(C)NC(=O)c1cc(Cl)ccc1OC (configuration not stated),34%,-7%,-12%,-3%,-1.7%,0%,1%,2.4%,1.1
O=c1c(Cl)c(NCCCO)cnn1-c1nc2ccccc2[nH]1,27%,0%,-2%,-6%,-1.4%,10%,-78%,-0.5%,1.2
COc1ccc(N2CCN(C3CC(=O)NC3=O)CC2)cc1 (configuration not stated),5%,-1%,7%,0%,-4.9%,-2%,10%,5.2%,0.9
CC1=CC(C)(C)Nc2ccc(OC(=O)C(C)N3C(=O)c4ccccc4C3=O)cc21 (configuration not stated),34%,24%,24%,2%,-2.1%,/,/,-0.2%,1
COc1ccc(-n2nc(C(=O)NCC(=O)Nc3cc(OC)ccc3OC)c3ccccc3c2=O)cc1,-20%,/,/,5%,/,-18%,3%,0.0%,/
O=C(CC(C(=O)O)C1CCCO1)NCc1ccccc1 (configuration not stated),0%,11%,12%,-2%,-1.4%,-8%,-10%,-2.8%,1.1
CCOc1ccc(C(c2nnnn2C(C)(C)C)N2CCN(C(=O)c3ccco3)CC2)cc1 (configuration not stated),-3%,/,/,-4%,/,-10%,-3%,4.6%,/
COc1ccc(OC)c(-c2csc(NC(=O)Cc3ccc(OC)c(OC)c3)n2)c1,8%,/,/,-5%,/,25%,48%,-2.7%,/
c1ccc(-c2nnc(CN3CCN(C(c4ccccc4)c4ccccc4)CC3)o2)cc1,12%,-24%,-12%,1%,3.9%,-31%,7%,-5.3%,1.1
C=CCn1c(NCc2ccco2)nc2ccccc21,-18%[20 µM],/,/,-9%,/,-12%,-4%,-0.2%,/
Cc1ccc(C)c(-n2cc(CNCCCn3cccn3)c(-c3ccccc3)n2)c1,-8%[20 µM],8%,4%,3%,-4.4%,-32%,14%,1.7%,1
CC(c1ccc(F)cc1)n1c(Cn2ncc3ccccc3c2=O)n[nH]c1=S (configuration not stated),19%[20 µM],/,/,-4%,-3.6%,-20%,1%,/,0.9
# Later entries
SMILES,KOR beta-arrestin-1,PMI inhibitors,PMI inhibition,LYP inhibition,XIAP displacement,NOD1 inhibition,HEK293 NOD2/NF-kB,KOR beta-arrestin-2,TNAP activation fold
COc1ccccc1CC1CC(=O)N(c2ccccc2)C1=O (configuration not stated),-39%[20 µM],/,/,-5%,/,-3%,0%,8.1%,/
O=c1cc(N2CCN(c3ccccc3)CC2)[nH]c(=O)n1Cc1ccc(F)cc1,-38%,17%,28%,-5%,-3.5%,17%,13%,-5.2%,1.2
CC(=O)Nc1ccc(-c2nc3c(C)cccc3[nH]2)cc1,16%,18%,14%,1%,2.6%,-26%,-52%,-0.7%,1.1
O=C(N/N=C\c1cccs1)c1ccccc1-n1cccc1,-31%,2%,9%,4%,-11%,-51%,-23%,1.0%,1.1
c1ccc2c(c1)[nH]c1nc(SCCN3CCOCC3)nnc12,19%,6%,-6%,3%,-3.7%,-22%,8%,0.9%,1
CCc1nccn1CCC(=O)N1CCCC(N2CCN(c3ccccc3C)CC2)C1 (configuration not stated),-17%,/,/,-10%,/,-25%,7%,1.6%,/

# 4 compounds from above, ordered by the number in XIAP displacement, smallest number first:
SMILES,KOR beta-arrestin-1,PMI inhibitors,PMI inhibition,LYP inhibition,XIAP displacement,NOD1 inhibition,HEK293 NOD2/NF-kB,KOR beta-arrestin-2,TNAP activation fold
O=C(N/N=C\c1cccs1)c1ccccc1-n1cccc1,-31%,2%,9%,4%,-11%,-51%,-23%,1.0%,1.1
c1ccc2c(c1)[nH]c1nc(SCCN3CCOCC3)nnc12,19%,6%,-6%,3%,-3.7%,-22%,8%,0.9%,1
O=c1cc(N2CCN(c3ccccc3)CC2)[nH]c(=O)n1Cc1ccc(F)cc1,-38%,17%,28%,-5%,-3.5%,17%,13%,-5.2%,1.2
CC(=O)Nc1ccc(-c2nc3c(C)cccc3[nH]2)cc1,16%,18%,14%,1%,2.6%,-26%,-52%,-0.7%,1.1
